GBA activity up – glucocerebrosidase activity enhancement; L444P Gaucher fibroblasts, 4-MU-glucoside fluorescence, 3 days; activation, % at 10 µM; hit rate 0.44% among 30,000; AID 784; in the data active means activation above about 65%;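 further: 0% = vehicle wells and 100% = positive control wells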
Target sequence (P04062 whole entry L483P): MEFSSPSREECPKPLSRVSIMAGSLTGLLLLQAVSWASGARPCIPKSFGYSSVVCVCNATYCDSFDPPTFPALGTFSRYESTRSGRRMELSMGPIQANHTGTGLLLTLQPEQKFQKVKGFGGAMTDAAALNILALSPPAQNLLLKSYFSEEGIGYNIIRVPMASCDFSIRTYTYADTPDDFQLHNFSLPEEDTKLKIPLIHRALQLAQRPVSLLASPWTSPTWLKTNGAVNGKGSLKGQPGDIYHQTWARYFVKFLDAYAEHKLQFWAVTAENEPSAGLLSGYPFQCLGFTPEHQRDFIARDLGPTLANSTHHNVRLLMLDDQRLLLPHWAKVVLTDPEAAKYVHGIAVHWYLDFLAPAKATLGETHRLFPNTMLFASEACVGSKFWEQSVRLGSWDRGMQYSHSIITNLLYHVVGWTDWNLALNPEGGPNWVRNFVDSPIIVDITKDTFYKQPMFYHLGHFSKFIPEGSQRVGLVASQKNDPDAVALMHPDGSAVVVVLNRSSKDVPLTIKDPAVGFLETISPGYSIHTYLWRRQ
Starred values were filed as active, the others as inactive. Some of the compounds tested; rates above refer to the full screens.

# | molecule | GBA activity up
1 | O=C1C2C(C(=O)N1c1ccncc1)C1C=CC2C12CC2 (stereo not given) | -7
2 | COc1cccc(N2CCN(CC(=O)c3c[nH]c4ccc(OC)cc34)CC2C)c1 (stereo not given) | -13
3 | COC(=O)n1ccc(C(=O)Nc2ccccc2F)n1 | -23
4 | COC(=O)CN(c1ccccn1)S(=O)(=O)c1ccccc1 | -47
5 | COc1ccc(C2NCCO2)cc1OC (stereo not given) | 3
6 | Cc1ccccc1S(=O)(=O)Cc1ccc(C(=O)NCCN2CCN(Cc3ccccc3)CC2)o1 | -38
7 | CC(C)(C)NC(=O)C(c1ccc(F)cc1)N(Cc1ccco1)C(=O)c1csnn1 (stereo not given) | 4
8 | CC12CC(NC(=O)N1c1cccc(C(=O)Nc3ncn[nH]3)c1)c1ccccc1O2 (stereo not given) | -41
9 | COCCNC(=O)CSc1nc2c(n1-c1ccccc1)CCCC2 | -5
10 | O=C(CSc1nnc(-c2ccc(S(=O)(=O)N3CCCC3)cc2)n1CC1CCCO1)NC1CC1 (stereo not given) | -7
11 | CC(=O)OC1CC(C)(C)N(OC(=O)c2ccc(N)cc2)C(C)(C)C1 | -31
12 | COc1ccccc1NC(=O)N(Cc1ccco1)Cc1cc2cc(C)cc(C)c2[nH]c1=O | -34
13 | Cc1nc2ccc(S(=O)(=O)NCC(=O)N(C)Cc3ccco3)cc2s1 | -7
14 | CC1=C(C(=O)Nc2cccnc2)C(c2ccncc2)n2nnnc2N1 (stereo not given) | 70*
15 | CCOC(=O)c1cc(-c2ccncc2)nc2c1c(C)nn2C | -30
16 | COc1ccccc1S(=O)(=O)Cc1ccc(C(=O)N2CCN(c3ccccc3)CC2)o1 | -9
17 | COC(=O)Cc1c(C)c2c(O)cc(C)cc2oc1=O | 3
18 | O=C(Nc1ccc(F)cc1)Nc1ccc(Cl)cn1 | -1
19 | CCn1cc(C(=O)NCCOC)c(=O)c2ccc(C)nc21 | -12
20 | CCn1c(C(=O)N2CCCC(C(=O)NCCCc3ccccc3)C2)cc2sccc21 (stereo not given) | -23
21 | COc1ccc(NC(=O)c2coc3ccccc23)cc1OC | 31
22 | COCCNC(=O)CN(c1ccccc1OC)S(C)(=O)=O | -4
23 | Cc1nnc2sc(-c3ccc(NC(=O)c4cccnc4)cc3)nn12 | -4
24 | O=P(CCNCc1ccco1)(c1ccccc1)c1ccccc1 | -6
25 | CC(C)C(=O)Nc1nnc(CCc2nnc(NC(=O)C(C)C)s2)s1 | -22
26 | COc1cccc(NC(=O)CCS(=O)(=O)c2cccs2)c1 | 15
27 | COc1ccc(C2=C(C)CC(C)(C)NC2=O)cc1OC | -12
28 | CCc1nnc(NC(=O)C2Cc3ccccc3CN2S(=O)(=O)c2cccs2)s1 (stereo not given) | 7
29 | Cc1occc1-c1nnc(SCC(=O)c2cc3ccccc3oc2=O)o1 | -8
30 | COc1cccc(-c2cc(C(F)(F)F)nc(-n3cncn3)n2)c1 | -5
31 | Oc1ccc(-c2csc(NCc3ccco3)n2)cc1 | -1
32 | Cc1[nH]c2ccccc2c1C(=O)CN1CCC(C(N)=O)(N2CCCCC2)CC1 | 9
33 | CCOc1ccc(Nc2nc3c(c(=O)[nH]2)CCC3)cc1 | -6
34 | CC1(C)C(N(O)C(=O)Nc2ccccc2)N(c2cccc(Cl)c2)C(=O)N1O (stereo not given) | 9
35 | C=CCn1c(SCC(=O)NC(=O)NC2CCCC2)nnc1C1CCCCC1 | -7
36 | CC(C)Cn1c(=O)c2c(nc3n2CCCN3CCc2ccccc2)n(C)c1=O | -18

The list goes on; it opens with the four that closed the last part.
# | molecule | GBA activity up
33 | CCOc1ccc(Nc2nc3c(c(=O)[nH]2)CCC3)cc1 | -6
34 | CC1(C)C(N(O)C(=O)Nc2ccccc2)N(c2cccc(Cl)c2)C(=O)N1O (stereo not given) | 9
35 | C=CCn1c(SCC(=O)NC(=O)NC2CCCC2)nnc1C1CCCCC1 | -7
36 | CC(C)Cn1c(=O)c2c(nc3n2CCCN3CCc2ccccc2)n(C)c1=O | -18
37 | CN(C)S(=O)(=O)c1cccc(-c2nnc(SCc3ccc4c(c3)OCCO4)o2)c1 | -8
38 | CC1CCCN(C(=O)C2CCN(CC3CC=CCC3)CC2)C1 (stereo not given) | -2
39 | O=C1CSC(c2ccccn2)N1c1cccc(Cl)c1 (stereo not given) | 22
40 | COC(=O)c1ccc(NS(=O)(=O)c2ccc(OC)cc2)cc1 | -4
41 | CCc1nnc(-n2nc(C)cc2-c2ccccc2)n1N | -14
42 | CC(C)(C)n1nnnc1C(c1cccs1)N1CCCC2(CCCCC2)C1 (stereo not given) | -7
43 | COc1nnc(-c2ccc(N3CCCCC3)c(N)c2)c2ccccc12 | -16
44 | CC(C)Oc1ccc(NC(=O)C2CCCNC2=O)cc1 (stereo not given) | 1
45 | CCCOC(=O)C1=C(C)NC2=C(C(=O)C(C(=O)OC)C(C)C2)C1c1ccc(N(C)C)cc1 (stereo not given) | -36
46 | CCCCn1c(-c2ccsc2)nc2c1c(=O)[nH]c(=O)n2CCC | -20
47 | Cc1nnc2sc(-c3ccc(NC(=O)c4ccc(-c5ccc(Cl)cc5Cl)o4)cc3)nn12 | -10
48 | COc1ccc(C(C)=O)c(OC(=O)c2ccc(OC)c(OC)c2)c1 | -48
49 | O=C(c1cccc(N2C(=O)C3CC=CCC3C2=O)c1)N1CCN(c2ccccc2)CC1 (stereo not given) | -7
50 | Nc1sccc1C(=O)c1ccc(Cl)cc1 | -12
51 | COC(=O)c1cc(Br)c(=O)n(Cc2cccnc2)c1 | -22
52 | O=C(c1ccsc1)N1CCN(C(=O)c2cccs2)CC1 | -2
53 | CCn1cc(C(=O)N2CC(C)CC(C)C2)c(=O)c2cc(S(=O)(=O)N3CCOCC3)ccc21 (stereo not given) | 0
54 | Cc1ccc(-n2ncc3c(=O)[nH]c(SCC(=O)N4CCCc5ccccc54)nc32)cc1 | 5
55 | COCCCn1c(-c2ccsc2)nc2c1c(=O)[nH]c(=O)n2Cc1ccccc1 | -7
56 | CCOC(=O)N1CCN(c2c(N3CCN(c4cccc(C(F)(F)F)c4)CC3)c(=O)c2=O)CC1 | -7
57 | CCn1c(SCc2ccc(C(=O)OC)o2)nnc1-c1c[nH]c2ccccc12 | -12
58 | CCOC(=O)C1=C[C@]2(CC)CCCN3CCc4c(n1c1ccccc41)[C@@H]32 | -2
59 | CCn1c2ccccc2c2nnc(SCC(=O)Nc3ncccn3)nc21 | 1
60 | O=C(Cn1ncc2c(=O)oc3ccccc3c21)Nc1nc2ccccc2s1 | 13

Rewritten field by field: entries from further up.
(56) CCOC(=O)N1CCN(c2c(N3CCN(c4cccc(C(F)(F)F)c4)CC3)c(=O)c2=O)CC1
- GBA activity up: -7
(57) CCn1c(SCc2ccc(C(=O)OC)o2)nnc1-c1c[nH]c2ccccc12
- GBA activity up: -12
(60) O=C(Cn1ncc2c(=O)oc3ccccc3c21)Nc1nc2ccccc2s1
- GBA activity up: 13
(59) CCn1c2ccccc2c2nnc(SCC(=O)Nc3ncccn3)nc21
- GBA activity up: 1

(listing goes on)
# | molecule | GBA activity up
61 | COc1ccccc1NS(=O)(=O)c1ccc(Br)s1 | -13
62 | Cc1cc2c(c(=O)n1Cc1ccc3c(c1)OCO3)C(c1cccnc1)C(C#N)=C(N)O2 (stereo not given) | -21
63 | COc1ccccc1N1CCN(c2cc(N3CCCC3)nc(C)n2)CC1 | -18
64 | CC(C)OC(=O)c1c(N)sc2c1CCCC2 | -15
65 | Cc1ccnc(NC(=O)C2CCN(S(=O)(=O)c3cccc4nonc34)CC2)c1 | 8
66 | CCOc1ccc(OCC)c(NC(=O)CN2CCN(C(=O)c3ccco3)CC2)c1 | -24
67 | Cc1ccccc1NC(=O)Cn1c(C)nc2ccc(NC(=O)C3CC3)cc2c1=O | 5
68 | CC(C)N(C(=O)Cn1cnc2c(cnn2-c2ccccc2Cl)c1=O)C(C)C | -24
69 | COc1cc(NC(=O)c2ccccc2)cc(OC)c1 | 10
70 | O=C(CCC(=O)N1CCc2ccccc2C1)N1CCN(S(=O)(=O)c2ccccc2)CC1 | 7
71 | CCOC(=O)c1c(C)n(C)c2ccc(OC(C)C(=O)OC)cc12 (stereo not given) | 72*
72 | O=C(Oc1cccc2c(OC(=O)N3CCOCC3)cccc12)N1CCOCC1 | 1
73 | COc1ccc(CCNC(=O)C2CCN(S(=O)(=O)N3CCCCC3)CC2)cc1OC | 4
74 | Cc1c(S(=O)(=O)N2CCN(C(=O)c3ccco3)CC2)c(=O)n(C)c(=O)n1C | -1
75 | Cc1cnc(NC(=O)CSc2ncc(-c3ccccc3)n2Cc2ccco2)s1 | 0
76 | COc1ccc(N2CCN(S(=O)(=O)c3ccc(Cl)c(C(F)(F)F)c3)CC2)cc1 | 5
77 | CCOc1ccc(OCC)c(NC(=O)C2CCN(S(=O)(=O)c3c(C)noc3C)CC2)c1 | -18
78 | Cc1[nH]n(C(C)(C)C)c(=O)c1Sc1ccc(Cl)cc1 | 0
79 | COC(=O)c1c(C)n(-c2ccccc2)c2ccc(O)cc12 | -25
80 | CCCCCn1c(CN2CCN(CCO)CC2)nc2c1c(=O)n(C)c(=O)n2C | -6
81 | O=C(c1coc2ccc(O)c(CN3CCOCC3)c12)C1CC1 | -32
82 | COc1cc2[nH]c(=S)n(CCN3CCCCC3C)c(=O)c2cc1OC (stereo not given) | -12
83 | Nc1c(S(=O)(=O)c2cccs2)c2nc3ccccc3nc2n1Cc1cccs1 | -36
84 | O=C(NCCCN1CCOCC1)c1cc2cc(Cl)cc(Cl)c2oc1=O | -31
85 | CCOCC(=O)Nc1ccc(S(=O)(=O)NCCc2ccccc2)cc1 | -14
86 | Fc1cccc(Cl)c1-c1nnc2ccc(N3CCOCC3)nn12 | -13
87 | C=CCSc1nnc(NC(=O)CSc2nnc(C)s2)s1 | -29
88 | CCNC(=O)CSc1nc2cc(OC)c(OC)cc2c(=O)n1CCC1=CCCCC1 | 11
89 | CCOC(=O)C1CCCN(Cc2nc(N)nc(Nc3ccc(OC)cc3)n2)C1 (stereo not given) | -29
90 | CCCS(=O)(=O)N1CCCC(C(=O)NCCCOC(C)C)C1 (stereo not given) | -12
91 | COc1ccc(CCNC(=O)C2CCN(c3nn4c(=O)cc(C)nc4s3)CC2)cc1OC | -8
92 | O=C(COc1ccc(Br)cc1CO)Nc1ccc(F)cc1 | 2
93 | COc1cccc(C2=NOC(C(=O)Nc3cccc(C(C)=O)c3)C2)c1 (stereo not given) | -4
94 | O=C(CSCc1ccc(F)cc1)NC1CCCC1 | 9
95 | COc1ccccc1Nc1nc(N)nc(CSCCO)n1 | 9
96 | CCOC(=O)Cn1c2c(c(=N)c3c1CCC3)CCC2 | -41
97 | Cc1cc(NC(=O)CSc2ccc3nnc(-c4ccc(F)cc4)n3n2)no1 | 14
98 | Cc1c(C(=O)O)sc2ncnc(N3CCCCC3C)c12 (stereo not given) | -2
99 | COc1ccc2cc(S(=O)(=O)N3CCN(C)CC3)ccc2c1 | -3
100 | O=C(NCC1CCCO1)C1CCN(S(=O)(=O)Cc2ccccc2)CC1 (stereo not given) | -8
101 | COc1cccc(-c2nc(-c3ccccc3)no2)c1 | 34
102 | O=C(NCCCN1CCN(c2cccc(Cl)c2)CC1)c1cccc(N2CCCC2=O)c1 | -9
103 | COc1cc(NC(=O)C2CC2)c(C(=O)O)cc1OC | -22
104 | CCOC(=O)c1oc2ccccc2c1NC(=O)COc1ccc(F)cc1 | -46
105 | Cc1ccc(C(CC(=O)N2CCCC2)c2ccccc2)c(O)c1C (stereo not given) | -6
106 | OCc1ccccc1N=c1ssnc1Cl | -7
107 | O=C(CSc1cccc[n+]1[O-])c1cc2ccccc2o1 | -4
108 | O=C(NC1CCCCC1)n1c(=O)oc2ccc(Cl)cc21 | -35
109 | Cc1ccc(N2CC(C(=O)Nc3ccc4c(c3)OCO4)CC2=O)cc1 (stereo not given) | -7
110 | CC1Cc2ccccc2N1C(=O)CSc1nnc(Cn2nnc3ccccc32)n1C (stereo not given) | -3
111 | Cc1ccc(C(C)C)c(OCc2nnc(SCC(=O)Nc3ncc(C)s3)n2C)c1 | -21
112 | CC1=C(C(N)=O)C(c2ccccn2)n2nc(SCc3ccccc3)nc2N1 (stereo not given) | -12
113 | CC(=O)NC(CCS(C)(=O)=O)C(=O)Nc1ccc(F)cc1Cl (stereo not given) | -49
114 | O=C(O)CCCCCNCc1ccncc1 | -27
115 | CC(C)(Oc1ccc(Cl)cc1)C(=O)Nc1cccnc1 | -3
116 | O=C1CC(N2CCOCC2)C(=O)N1CCc1ccccc1 (stereo not given) | 59
117 | Cc1nc(CNS(=O)(=O)c2cccc(F)c2)cs1 | -19
118 | CCOCCN(C=O)c1cccc(OC)c1 | -41
119 | Cc1nn(-c2ccccc2)c(C)c1C(=O)OCC(=O)Nc1ccc2c(c1)OCO2 | -2
120 | COc1cccc(CCC(=O)O)c1OC | -4

Continuation:
# | molecule | GBA activity up
121 | CCN=c1scc(C)n1/N=C/c1ccsc1 | 1
122 | CCn1c(=O)cc(SCC(=O)N2CCN(C3CCCCC3)CC2)c2ccccc21 | -26
123 | CCOC(=O)c1ccc(NC(=O)N2CCN(CCc3ccccc3)CC2)cc1 | -42
124 | COc1ccc(CN(C2CCCC2)S(=O)(=O)c2ccc(-n3cnnn3)cc2)cc1OC | -2
125 | O=C(OCn1nnc2ccccc2c1=O)c1ccc2c(=O)n3c(nc2c1)CCC3 | -5
126 | O=C(NCCC1=CCCCC1)c1cnc2n(c1=O)CCS2 | -13
127 | COC(=O)c1ccccc1S(=O)(=O)Nc1ccc2cn[nH]c2c1 | 1
128 | O=C(CSc1nnc(-c2ccc(Br)cc2)n1C1CCCCC1)N1CCCC1 | -1
129 | CC1CC1C(=O)OCc1cc(=O)n2cc(Br)ccc2n1 (stereo not given) | 3
130 | O=C(Cn1c(C2CC2)nc2ccccc2c1=O)Nc1ccc(Br)cc1 | -26
131 | O=C(Nc1ccc2oc(-c3ccccc3F)nc2c1)c1ccc2c(c1)OCCO2 | 18
132 | Cc1ccccc1-c1nnc(SCc2ccccc2)o1 | -7
133 | Cc1noc(C)c1COC(=O)c1ccccc1Oc1ccccc1 | -35
134 | CC1CCCCN1C(=O)N[C@@H](Cc1ccccc1)C(=O)O (stereo not given in full) | -13
135 | CCOCCn1c(=O)c2c(nc3n2CCN3c2ccc(CC)cc2)n(C)c1=O | -3
136 | CCCCc1cc(=O)oc2cc(C)c(CN3CCCC3)c(O)c12 | 7
137 | CCc1ccc(C(C)NC(=O)c2cc(C)oc2C)cc1 (stereo not given) | -11
138 | CCOC(=O)c1c(C)oc2c(CN3CCN(C)CC3)c(Br)c(OC)c(O)c12 | -58
139 | CC(C)n1c(CCCO)nc2ccccc21 | -10

Source: PubChem BioAssay (The Scripps Research Institute Molecular Screening Center)
